Source: PubChem BioAssay
Pin1 inh: qHTS Assay to Find Inhibitors of Pin1; Peptidyl-prolyl cis-trans isomerase NIMA-interacting 1 (Homo sapiens), Q13526; Pin1 FP peptide displacement, HiFluor488, 10 min; Potency, µM (series often up to 115 µM), without a hit: at the highest dose activity, negative = inhibition, hits mostly inhibitors; 390,000 tested, 0.009% active; active means well fitted inhibition curve with a large enough effect in the polarisation, with a control signal flat, not every such curve was filed as active; inconclusive means small, poorly fitted or top-dose-only effect, or effect the other way, or a change in a side signal; inactive means no such curve, though single readings can be large or run the other way; the % refers to the polarisation; further: potency means the concentration at half of the fitted maximal effect; on the % scale 0 is the no-effect control and ±100 the full control effect
Target sequence (Q13526 whole entry, looked up): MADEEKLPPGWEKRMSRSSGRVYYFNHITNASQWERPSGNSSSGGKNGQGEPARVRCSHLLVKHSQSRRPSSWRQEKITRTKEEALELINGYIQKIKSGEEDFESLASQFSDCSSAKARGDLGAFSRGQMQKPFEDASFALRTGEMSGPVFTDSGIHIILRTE
PI4K2A block: qHTS for small molecular inhibitors of PI4K2A; Phosphatidylinositol 4-kinase type 2-alpha (Homo sapiens), Q9BTU6; purified PI4K2A, ADP-Glo luminescence, 1 h; hits give low values; activity change, negative = inhibition, % at 76.9 µM; 420,000 tested, 0.13% active; AID 1346378, 2018; in the data active means activity change below about -50%; inconclusive means mostly about -30% to -49%;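 further: -100% = wells without enzyme as full effect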
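ADP-Glo luminescence measured ADP generated by PI4K2A enzyme (4 ug/mL before mixing) with 1.2 mM PI substrate (pre-mix) and 300 microM ATP (pre-mix). Tris pH7.5 buffer with MgCl2, Triton X-100; 1 h reaction at ambient temperature.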
Pol eta inh: qHTS for Inhibitors of Polymerase Eta | DNA polymerase eta (Homo sapiens), Q9Y253 | recombinant Pol eta, fluorescent DNA replication assay | 390,000 tested, 1.2% active | Potency, µM (series often up to 114 µM), without a hit: top-dose activity change, negative = inhibition, hits mostly inhibitors; further: potency means the concentration at half of the fitted maximal effect; on the % scale 0 is the no-effect control and ±100 the full control effect
Target sequence (Q9Y253 whole entry, looked up): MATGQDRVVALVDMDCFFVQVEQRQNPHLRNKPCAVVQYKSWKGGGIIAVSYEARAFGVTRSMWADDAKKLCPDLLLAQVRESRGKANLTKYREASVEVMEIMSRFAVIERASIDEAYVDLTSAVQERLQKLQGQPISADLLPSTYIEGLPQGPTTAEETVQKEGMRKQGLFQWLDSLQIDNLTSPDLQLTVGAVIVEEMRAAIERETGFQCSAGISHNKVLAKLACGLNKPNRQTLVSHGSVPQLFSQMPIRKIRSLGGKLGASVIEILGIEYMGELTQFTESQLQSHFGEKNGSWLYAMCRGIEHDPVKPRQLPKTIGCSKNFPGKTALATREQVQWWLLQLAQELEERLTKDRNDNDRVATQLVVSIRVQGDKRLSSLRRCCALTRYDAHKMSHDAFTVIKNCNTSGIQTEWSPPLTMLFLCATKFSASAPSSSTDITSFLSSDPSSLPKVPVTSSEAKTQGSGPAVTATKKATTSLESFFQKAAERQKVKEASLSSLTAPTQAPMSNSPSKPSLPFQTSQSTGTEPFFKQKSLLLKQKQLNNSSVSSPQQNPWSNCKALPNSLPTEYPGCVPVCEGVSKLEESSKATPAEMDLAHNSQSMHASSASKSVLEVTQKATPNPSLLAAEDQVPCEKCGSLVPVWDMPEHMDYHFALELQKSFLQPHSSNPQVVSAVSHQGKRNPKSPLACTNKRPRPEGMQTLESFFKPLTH
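Pol eta (10 nM) was preincubated with compounds for 15 min at room temperature, after which fluorescent replication substrate (50 nM final) was added to start the reaction. Fluorescence was read kinetically at 0 and 10 min.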
GLS inhibitor: qHTS for Inhibitors of Glutaminase (GLS); Glutaminase kidney isoform, mitochondrial (Homo sapiens), O94925; GLS enzymatic activity, qHTS titration; 410,000 tested, 0.21% active; Potency, µM (highest dose often 45.5 µM), for inactives: at the highest dose activity change, negative = inhibition, most hits filed as inhibitors; further: potency means the concentration at half of the fitted maximal effect; on the % scale 0 is the no-effect control and ±100 the full control effect
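hKGA in 45 mM KH2PO4 pH 8.2, 0.02% Tween-20 with pin-transferred compounds; 1 mM L-glutamine (stock) plus glutamate oxidase/HRP/Amplex Red coupling added. Fluorescence read initially and after 30 min at RT.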
BAZ2B block: qHTS Assay for Inhibitors of BAZ2B. Bromodomain adjacent to zinc finger domain protein 2B (Homo sapiens), Q9UIF8. AlphaScreen BAZ2B-H3K14Ac peptide displacement. Potency, µM (series often up to 114 µM), for the others: at the highest dose activity change, negative = inhibition, most hits filed as inhibitors. 360,000 tested, 4.4% active. AID 504333, 2011; further: potency means the concentration at half of the fitted maximal effect; on the % scale 0 is the no-effect control and ±100 the full control effect; nearly all actives have a fitted effect of over 60% in size
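AlphaScreen displacement of biotin-H3(5-23)K14Ac peptide (50 nM final) from BAZ2B (50 nM final) in PBS pH 7.4, 0.01% Tween-20; complex preformed 30 min RT, then compounds (top 110 uM) 30 min RT, beads 20 min dark.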
JMJD2A Tudor: qHTS Assay for Inhibitors of JMJD2A-Tudor Domain; AlphaScreen JMJD2A-Tudor / H3K4me3 peptide binding; 390,000 tested, 4.4% active; Potency, µM (titrated, usually from 114 µM), for inactives: at the top dose activity change, negative = inhibition, actives largely listed as inhibitors; Lysine-specific demethylase 4A (Homo sapiens), O75164; AID 504339, 2011; further: potency means the concentration at half of the fitted maximal effect; on the % scale 0 is the no-effect control and ±100 the full control effect; nearly all actives have a fitted effect of over 50% in size
G9a inh: qHTS Assay for Inhibitors of Histone Lysine Methyltransferase G9a; Histone-lysine N-methyltransferase EHMT2 (Homo sapiens), Q96KQ7; G9a H3K9 monomethylation, AlphaScreen, 2 h; Potency, µM (titrated, usually from 102 µM), inactives show at the top dose activity, negative = inhibition, most hits filed as inhibitors; 350,000 tested, 8.8% active; further: potency means the concentration at half of the fitted maximal effect; on the % scale 0 is the no-effect control and ±100 the full control effect; nearly all actives have a fitted effect of over 75% in size
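Enzyme 20 nM + cpd, 15 min RT; add b-H3K9 pep 500 nM / SAM 20 uM; 2 h RT; anti-H3K9me1 Ab 0.5 ug/mL + SA donor / anti-rabbit acceptor beads 20 ug/mL each, 10 min; AlphaScreen read.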
PGK inhibitor: qHTS Assay to Find Inhibitors of Phosphoglycerate Kinase | Phosphoglycerate kinase, glycosomal (Trypanosoma brucei brucei), P07378 | PGK/GAPDH coupled, Kinase-Glo luminescence, 60 min | Potency, µM (highest dose often 57.5 µM), without a hit: at the top dose activity change, negative = inhibition, hits mostly inhibitors | 380,000 tested, 0.043% active; further: potency means the concentration at half of the fitted maximal effect; on the % scale 0 is the no-effect control and ±100 the full control effect; nearly all actives have a fitted effect of over 60% in size
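Luminescent ATP detection (Kinase-Glo Plus) follows a 60-minute room-temperature incubation, with wells lacking PGK as controls. Buffer: 100 mM TEA (pH 7.6), 5 mM MgCl2, 0.01% Tween-20. Coupling enzyme GAPDH (100 nM final) supplies unstable 1,3-BPG in-well.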
HP1b chromo inh: HTS for Inhibitors of HP1-beta Chromodomain Interactions with Methylated Histone Tails | AlphaScreen HP1-beta / biotin-H3K9me3 peptide binding | AID 540317, 2011 | 390,000 tested, 0.56% active | Chromobox protein homolog 1 (Homo sapiens), P83916 | Potency, µM (series often up to 114 µM), for inactives: at the top dose activity change, negative = inhibition, usual class: inhibitors; further: potency means the concentration at half of the fitted maximal effect; nearly all actives have a fitted effect of over 70% in size; inactives centre near 23
Target sequence (P83916 whole entry, looked up): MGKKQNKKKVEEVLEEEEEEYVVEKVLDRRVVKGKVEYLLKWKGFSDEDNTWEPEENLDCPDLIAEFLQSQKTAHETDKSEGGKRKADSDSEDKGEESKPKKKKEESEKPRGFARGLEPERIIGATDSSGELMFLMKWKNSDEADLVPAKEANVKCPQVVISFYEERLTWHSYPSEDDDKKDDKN
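AlphaScreen: HP1-beta (50 nM) preformed 30 min with biotin-H3(1-18)K9me3 peptide (50 nM) in PBS pH 7.4, 0.01% Tween-20. Compound added for 30 min at RT, then streptavidin donor/nickel chelate acceptor beads (10 ug/mL) for 30 min.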
* = called active by the depositor; i = inactive; ? = inconclusive; / = not tested or not shown; [ ] = dose if it differs, or a comment. Unless noted, the call rests on the fitted dose curve; in most records, active means well fitted curve in the direction sought with a large enough effect; inconclusive means small, poorly fitted or top-dose-only effect, or another doubt; inactive means no such curve, though single readings can be large; an effect the other way counts as inactive or inconclusive. A portion of the library; count on the stated rates, not on these rows.

SMILES	Pin1 inh	PI4K2A block	Pol eta inh	GLS inhibitor	BAZ2B block	JMJD2A Tudor	G9a inh	PGK inhibitor	HP1b chromo inh
CC1(C)Cc2c(sc(NC(=O)c3ccco3)c2C(=O)O)CO1	?	9	-6%	2%	-2%	-16%	23%[12.7 µM]	-6%	16%
CCC(C)Sc1nc2c(c(=O)[nH]1)C(c1cccs1)C1=C(CCCC1=O)N2 (centres undefined)	3%	-3	?	1%	/	-19%	?	-2%	32%
O=C(Nc1ccc2c(c1)CCC2)C1CCN(c2c3c(nc4ncnn24)CCC3)CC1	0%	4	-6%	2%	-8%	-5%	-30%	1%	33%
O=C(CNC(=O)c1ccccc1)Sc1ccccc1	-2%	9	-16%	9%	/	10%	/	-1%	89%[activator]
Cc1c(/C=C(\C#N)C(=O)Nc2cccc(Cl)c2)c2ccccc2n1Cc1ccccc1Cl	204%[activator]	-1	-7%	2%	-18%	-23%	-39%[59 µM]	8%	24%
Cc1cc(C)cc(NC(=O)CSc2nnc(CNC(=O)c3ccco3)n2C)c1	48%[activator]	-5	-6%	8%	-2%	-7%	18%[12.7 µM]	-4%	9%
CC(C)c1ccc(N(CC(=O)Nc2ccc(S(=O)(=O)N3CCOCC3)cc2)S(C)(=O)=O)cc1	7%	1	-21%	-3%	-24%	-30%	-17%[59 µM]	2%	12%
COc1ccc(C(=O)CCC(=O)NCCc2c[nH]c3ccccc23)cc1OC	11%	-2	-8%	24%	-13%	-14%	-7%	0%	30%
Cc1ccc(C(=O)CCC(=O)OCC(=O)Nc2cc(S(=O)(=O)N(C)C)ccc2C)cc1	/	-3	-12%	9%	/	/	/	2%	/
C=C(C)CSC1=C(C#N)C(c2ccccc2)CC(=O)N1 (centres undefined)	-13%	5	4%	-3%	/	-10%	/	-20%	15%
CCOC(=O)C1=C(C)C2C3C(=O)N(c4ccc(C)cc4C)C(=O)C3C1(C)C1C(=O)N(c3ccc(C)cc3C)C(=O)C21 (centres undefined)	1%	0	-25%	3%	4%	5%[57.1 µM]	4%[59 µM]	2%	65%[activator]
Cc1cccc(N(C)c2ncnc3onc(-c4ccc(F)cc4)c23)c1C	12%	4	-3%	1%	-4%	-11%	-1%	-8%	32%
Nc1c(C(=O)Nc2ccc(S(=O)(=O)N3CCCC3)cc2)sc2nc3cc4c(cc3cc12)CCC4	?	3	-18%	4%	-1%	1%	?	i	49%[activator]
O=C1c2ccccc2[C@@H]2C[C@@H](O)[C@H](Nc3cccc(C(F)(F)F)c3)CCN12	3%	2	-11%	-5%	/	-7%	/	0%	14%
Cc1ccccc1NC(=O)C1CC(=O)OC12CCOC(C)(C)C2 (centres undefined)	0%	-3	-19%	-2%	12%	-2%	3%	-9%	9%
O=C(Cc1ccc(-c2ccccc2)cc1)NCCS(=O)(=O)N1CCN(c2cccc(Cl)c2)CC1	?	3	11%	9%	-1%	-5%	0%[59 µM]	4%	20%[57 µM]
CCOc1ccc(-n2ccc(=O)c(C(=O)O)n2)cc1	6%	2	12%	9%	3%	-8%	-11%	5%	15%
CC(=O)Oc1ccc2oc(=O)c3c(c2c1)CCCN3C(=O)CN1CCOCC1	8%	-1	-20%	1%	-7%	-4%	6%[59 µM]	-9%	56%[activator]
COCCCNC(=O)c1ccc(-c2nc3ccccc3nc2-c2ccccc2)cc1	4%	6	-22%	0%	/	-24%	/	-6%	18%
O=C(N/N=C/c1ccc(Cl)cc1)Nc1ccccc1	3%	-6	10%	9%	-9%	-15%	-1%[0.501 µM]	-5%	8%
OC(C#CCN1CCCCCC1)(c1ccccc1)c1cccnc1 (centres undefined)	-5%	1	-15%	2%	-31%	-10%	18µM*	-2%	10%
CCOc1ccc(NC(=O)N2CCC(NC(=O)C(Cc3ccccc3OC)NC(C)=O)CC2)cc1 (centres undefined)	0%	0	-5%	0%	1%	-5%	0%	6%	19%
CCCCn1c(SCC(=O)N(CC)C2CCS(=O)(=O)C2)nc2cc(S(N)(=O)=O)ccc21 (centres undefined)	1%	13	4%	1%	-10%	-8%	7%	-1%	-2%
Cc1ccc(/C=N/NC(=O)c2cc(C)oc2C)cc1	4%	-8	-7%	-3%	-14%	-14%	/	i	6%
CCOC(=O)c1cnn(-c2ccc(C(=O)Nc3ccc(C(C)=O)cc3)cc2)c1N	?	0	-18%	-17%	-1%	-7%	0%[59 µM]	0%	35%
Cc1cc2c(cc1C)/C(=N/NC(=O)c1ccccn1)CCC2	-1%	2	-6%	13%	50µM*	-6%	/	7%	54%[activator]
COc1ccc(N2C3=C(CC4=C2CC(C)(C)CC4=O)C(=O)CC(C)(C)C3)cc1	-7%	0	-8%	?	0%	?	?	-9%	-5%
Cc1ccc(S(=O)(=O)O/N=C2\CCCc3ccccc32)cc1	5%	-2	-6%	15%	-4%	17%	18%[12.7 µM]	i	55%[activator]
O=C(OC1CCOC1=O)c1ccc(NS(=O)(=O)c2cccs2)cc1 (centres undefined)	1%	-5	?	-9%	-33%	?	-45%	-4%	42%[activator]
CCN1C(=O)/C(=C/c2cnn(CC)c2C)SC1=S	20%	2	-10%	4%	-34%	-13%	-5%[59 µM]	-3%	5%
COc1ccc(C(C)NC(=O)c2ccc([N+](=O)[O-])cc2)cc1OC (centres undefined)	-4%	7	-12%	4%	8%	-14%	-11%[59 µM]	1%	7%
Cc1c(NC(=S)NC(NC(=O)CC(C)C)C(Cl)(Cl)Cl)c(=O)n(-c2ccccc2)n1C (centres undefined)	3%	-2	-11%	8%	8%	?	?	0%	28%
COCCOC(=O)c1c(C)oc2ccc(OCc3cc(C(=O)OC)oc3C)cc12	10%	-3	-16%	2%	29%	4%	4%[59 µM]	3%[11.5 µM]	93%[activator]
Cc1ccc(Nc2nc3ccc(C(=O)c4ccccc4)cc3n3c(C)nnc23)c(C)c1	2%	-4	-3%	-1%	-12%	2%	6%[59 µM]	-3%	29%
Cc1cc(C)c(S(=O)(=O)c2ccccc2F)c(=O)[nH]1	2%	2	-2%	15%	-1%	-12%	?	2%	32%
CCOc1cc(N2CCOCC2)c(OCC)cc1NC(=O)CN1C(=O)N(C)C2(CCCCC2)C1=O	-2%	-5	-7%	20%	-9%	-19%	-8%[2.33 µM]	-1%	22%
O=C(NCc1ccncc1)c1cn(-c2ccccc2)nc1-c1cccnc1	10%	2	-9%	-5%	-15%	-9%	-4%	-10%	40%[activator]
O=C(COC(=O)c1cccc(S(=O)(=O)N2CCCC2)c1)Nc1ccccc1Cl	-2%	-4	-16%	-13%	-2%	5%	?	-10%	44%[activator]
CC[C@@H]1C=C(C(=O)O)[C@H](c2ccc(C#N)cc2)N1S(=O)(=O)c1ccc(C)cc1	-1%	1	0%	2%	/	-5%	/	-3%	36%
CCCCN(CCCC)C(=S)NC(=O)C(C)(C)C	2%	-24	-4%	-5%	-2%	-7%	3%[59 µM]	-5%	16%
Clc1ccc(-c2csc(-c3ccncc3)n2)cc1	-4%	0	-8%	2%	5%	-6%	10%[59 µM]	i	50%[activator]
COCCCNc1nc2c(c(=O)[nH]c(=O)n2C)n1CC(O)COc1ccccc1 (centres undefined)	-15%	5	3%	11%	7%	-7%	-17%	-1%	16%
N#Cc1ccc(C(=O)Nc2nc(-c3cccs3)c(C(=O)C(F)(F)F)s2)cc1	3%	2	3%	-1%	-5%	-14%	?	-8%	41%[activator]
Cc1nnc(SCCn2c(N3CCCCC3)nc3c2c(=O)n(C)c(=O)n3C)s1	2%	-6	1%	10%	/	-17%	/	-8%	8%
CC1CC(C)CN(C(=O)COC(=O)c2cc3ccccc3cc2O)C1 (centres undefined)	1%	5	-5%	5%	-5%	-16%	5%	-8%	29%
CCN(CC)C(=O)Cn1cc(S(=O)(=O)CC(=O)NCc2ccc(F)cc2)c2ccccc21	2%	1	-8%	-3%	-15%	12%	-37%	-2%	46%[activator]
Cn1ncc(C(=O)N=S(C)(=O)c2ccccc2)c1[N+](=O)[O-] (centres undefined)	-5%	-5	-18%	-4%	-13%	1%	/	i	23%
CCC(c1nnnn1Cc1ccco1)N(CCN1CCOCC1)Cc1cc2cc(C)ccc2[nH]c1=O (centres undefined)	?	-14	-16%	-5%	4%	-9%	?	i	29%
O=C(Nc1ccc(C(=O)NCc2ccc(F)cc2)cc1)C1=CSCCO1	3%	-4	9%	-8%	-1%	-14%	2%[59 µM]	-11%	27%
Cc1cc(OCC(O)CN)ccc1Cl (centres undefined)	-13%	-1	9%	2%	8%	-7%	42%	-4%	17%
